PAX8 inh HTS = inhibitors of PAX8-driven TPO luciferase reporter, primary screen, RMG-I cells, single concentration. SteadyGlo, 24 h. AID 652154, 2013. inhibition, % at 12.6 µM. actives 1.2% (n = 360,000);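 active = mean replicate inhibition at least 60% with every replicate also reaching 60%; inconclusive = only one of the two criteria is met; inactive = mean below 60% and not all replicates reaching 60%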;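 note: luciferase light reporting Pax8 driven TPO promoter activity; plate controls were median of neutral control wells for no effect and mitoxantrone controls for full effect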
PGC1a acetyl inh = inhibitors of PGC1a acetylation signal, primary screen, cell-based, U2OS, AlphaScreen, inhibitor mode. inhibition, % at 15.6 µM. AID 651687, 2012. AlphaScreen anti-acetyl-lysine; with virally co-expressed GCN5 acetyltransferase. actives 0.17% (n = 350,000);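 active = every replicate shows inhibition of at least 40%; inconclusive = mean inhibition at least 40% but some replicate below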;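 note: 0% = neutral control wells and 100% = positive control wells; some results beyond the cut were filed as inactive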
EWS-Fli inh = EWS/Fli-driven NR0B1 reporter inhibitors, primary screen, A673 cells, NR0B1 luciferase, luminescence, MLPCN library; inhibition, % at 12.6 µM; viability-normalised; actives 0.67% (n = 350,000);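 active = mean inhibition of at least 50% after viability correction, with every replicate also passing that limit; inconclusive = mean reaches 50% but only one of two replicates passes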;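 note: firefly luciferase signal divided by Alamar Blue viability fluorescence both relative to DMSO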
LGR2 antag = inhibitors of bursicon-induced LGR2 CRE-luciferase signal, primary screen, cell-based, HEK293, CRE-luciferase reporter, bursicon stimulation; actives 0.35% (n = 380,000); inhibition, % at 9.99 µM; Drosophila bursicon receptor LGR2 (rickets); bursicon-stimulated, 4 h; AID 720647, 2013;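 active = drop in luminescence signal, shown as inhibition above about 50% in the replicate tests, limit read from the data, passing the limit was not always enough; inconclusive = probably only some replicates passing the limit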;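 note: agonist challenge used bursicon conditioned medium at about half maximal strength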
S100A4 MyoIIA = inhibitors of S100A4-myosin IIA peptide binding, primary screen, biochemical, fluorescence polarization, TAMRA-MyoIIA peptide | Protein S100-A4 (Homo sapiens), P26447 | inhibition, % at 10.7 µM | actives 0.14% (n = 360,000) | AID 652163, 2013;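 active = mean inhibition of at least 70% across replicates, with every replicate also reaching that level; inconclusive = mean inhibition reaches 70% but some replicates fall short; inactive = mean inhibition below 70%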
Target sequence (P26447 whole entry, looked up): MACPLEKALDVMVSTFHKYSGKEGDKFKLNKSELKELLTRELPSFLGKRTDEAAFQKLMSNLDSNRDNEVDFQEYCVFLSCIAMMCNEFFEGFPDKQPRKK
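Assay system: human S100A4 monomer with TAMRA-labelled myosin IIA peptide / Buffer or medium: Calcium-containing HEPES buffer, pH 7.2 / Reagent: TAMRA-labelled myosin IIA heavy-chain peptide probe, 5 nM / Compound: one dose per compound / Timing: polarization read 5 min after assay mix addition, stable 5–60 min / Benchmarks: neutral control DMSO, positive control TFP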
PglD DTNB = C. jejuni PglD acetyltransferase inhibitors, primary screen, biochemical, DTNB colorimetric, single point. purified PglD enzyme, DTNB colorimetric CoA detection. inhibition, % at 12.5 µM. actives 0.098% (n = 360,000). AID 602405, 2012; in the data active = inhibition above about 16%, passing the limit was not always enough; inconclusive = no clear call, values can overlap the other calls; note: strong numbers were not always called active
ERAP1 HTS inh = human ERAP1 aminopeptidase inhibitors, primary screen, biochemical, single point, plate reader. recombinant ERAP1, Leu-AMC fluorescence, 60 min. inhibition, % at 10.7 µM. actives 0.15% (n = 340,000). AID 652197, 2013;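 active = mean replicate inhibition of at least 30%, or all replicates individually reaching that 30% level; inactive = mean below 30% and not every replicate reaching it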;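 note: 0% = neutral control wells and 100% = L-leucinethiol positive control wells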
Target sequence (Q9NZ08 whole entry, looked up): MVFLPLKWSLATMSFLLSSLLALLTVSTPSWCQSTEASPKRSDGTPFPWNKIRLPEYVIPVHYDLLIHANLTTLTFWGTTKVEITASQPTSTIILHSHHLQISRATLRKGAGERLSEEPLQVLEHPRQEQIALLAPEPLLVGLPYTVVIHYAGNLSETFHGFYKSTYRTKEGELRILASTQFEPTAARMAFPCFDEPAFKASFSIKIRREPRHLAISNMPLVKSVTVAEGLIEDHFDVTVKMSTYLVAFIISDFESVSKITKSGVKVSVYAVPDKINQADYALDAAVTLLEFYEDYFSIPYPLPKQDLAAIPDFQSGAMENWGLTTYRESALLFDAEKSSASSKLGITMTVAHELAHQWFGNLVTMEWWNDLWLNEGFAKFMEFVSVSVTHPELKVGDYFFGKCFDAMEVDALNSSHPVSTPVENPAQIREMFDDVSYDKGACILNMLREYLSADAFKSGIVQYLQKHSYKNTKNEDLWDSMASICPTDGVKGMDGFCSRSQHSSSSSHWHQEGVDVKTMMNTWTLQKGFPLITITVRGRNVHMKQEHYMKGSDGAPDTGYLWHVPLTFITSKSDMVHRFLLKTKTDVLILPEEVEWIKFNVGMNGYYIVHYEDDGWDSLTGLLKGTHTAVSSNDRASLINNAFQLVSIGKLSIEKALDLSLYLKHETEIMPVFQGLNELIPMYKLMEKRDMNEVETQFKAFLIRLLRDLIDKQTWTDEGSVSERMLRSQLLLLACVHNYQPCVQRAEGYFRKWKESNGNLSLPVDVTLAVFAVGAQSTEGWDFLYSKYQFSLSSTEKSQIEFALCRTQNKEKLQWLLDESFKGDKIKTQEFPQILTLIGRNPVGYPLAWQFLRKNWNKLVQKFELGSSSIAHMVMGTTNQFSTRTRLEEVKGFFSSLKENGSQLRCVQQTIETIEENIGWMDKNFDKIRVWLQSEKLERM
FN deposition inh = inhibitors of fibronectin matrix deposition, primary screen, AH1F cells, Alexa488-fibronectin fluorescence, plate reader; AH1F fibroblasts, overnight; inhibition, % at 12.6 µM; actives 0.086% (n = 350,000); AID 743247, 2014;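 active = mean inhibition across replicates of 30% or more, regardless of how many single replicates reach that level; inconclusive = mean under 30% yet at least half of replicates reach 30%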;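 note: positive control wells lacked labelled fibronectin entirely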
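Assay system: AH1F fibroblasts / Quantity: 10000 cells per well / Medium: DMEM plus 2% serum, read in PBS / Reagent: labelled fibronectin 24 nM / Dosing: single dose, pinned / Times: 1 h cell attachment, overnight exposure to compound and label / Signal: fluorescence, ex 485 nm, em 525 nm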
Active calls of the source: *; ? = inconclusive; . = no result given.

SMILES	PAX8 inh HTS	PGC1a acetyl inh	EWS-Fli inh	LGR2 antag	S100A4 MyoIIA	PglD DTNB	ERAP1 HTS inh	FN deposition inh
COC(=O)[C@@H]1[C@@H](CO)[C@@H]2Cn3c(ccc(C4=CCCC4)c3=O)[C@@H]2N1C(=O)C1CC1	.	.	-4	-11	-4	4	5	.
COc1ccc(CNC(=O)c2ccc[nH]2)cc1Cl	-6	.	5	.	7	-2	0	13
CC(=O)C1=C(O)C(=O)N(c2ccc(O)cc2)C1c1ccc(F)cc1 (stereo unspecified)	-1	-7	-7	-2	1	0	-4	7
C[C@H](CO)N1C[C@H](C)[C@H](CN(C)S(=O)(=O)c2ccc(F)cc2)Oc2ccc(NC(=O)Cn3cnnn3)cc2C1=O	.	-4	-2	-15	-3	-1	4	.
CCCN1C2CCCC1CC(NC(=O)c1cccc(OC)c1)C2 (stereo unspecified)	49	23	-3	-18	-1	-1	0	1
NS(=O)(=O)c1cccc(NC(=O)COC(=O)c2ccc(S(=O)(=O)N3CCOCC3)cc2)c1	0	4	1	-2	-1	-1	-1	-4
Cc1ccc2[nH]c(=O)c(CN(Cc3cccs3)C(=S)NCC3CCCO3)cc2c1 (stereo unspecified)	6	.	.	14	.	-3	.	-1
C[C@@H]1CCCCO[C@H](CN(C)C)[C@H](C)CN([C@@H](C)CO)C(=O)c2cc(NC(=O)Nc3ccccc3)ccc2O1	-11	6	-8	25	4	4	1	.
Cc1cc(C)c(S(=O)(=O)N2CCN(C(=O)c3c(C)noc3C)CC2)c(C)c1	2	-5	1	9	-7	1	-1	-2
CC(c1ccccn1)N(C)C(=O)c1ccc2nc(Cc3ccccc3F)oc2c1 (stereo unspecified)	-180	.	-109	-58	-11	.	2	-5
Cn1c(CC(=O)NNC(=O)c2cncc(Br)c2)nc2ccccc21	6	2	1	-4	0	3	2	-4
CC(=O)c1cccc(NCC(=O)N2CCN(S(=O)(=O)c3ccccc3)CC2)c1	36	9	-1	-3	-5	0	-1	7
Cc1[nH]c2ccccc2c1SCC(=O)N1CCN(c2ccccc2)CC1	-7	-2	2	-1	1	8	2	2
O=C(NCc1ccccc1)c1cc(C2CCCCN2C(=O)c2ccccc2)on1 (stereo unspecified)	-5	7	0	4	0	-1	1	-2
CCCCn1nnnc1C(c1ccccc1)N1CCN(Cc2c(F)cccc2Cl)CC1 (stereo unspecified)	15	.	7	9	5	.	1	-3
C=CCn1c(SCC(=O)c2c(C)[nH]c3ccccc23)nnc1-c1ccncc1	11	0	-11	27	0	.	-5	-1
COc1ccc(COCCN2CCN(S(=O)(=O)c3ccccc3)CCC2=O)cc1	2	.	0	12	0	0	-2	12
CC(C)NC(=O)/C(=C\c1cccc([N+](=O)[O-])c1)NC(=O)c1ccccc1	.	-2	.	-1	.	-5	.	9
Cc1ccc(NC(=O)CN2CCc3cc4c(cc3C2C)OCCCO4)cc1 (stereo unspecified)	-4	-1	8	-1	2	-2	-1	-7
Cc1cc(C(=O)Nc2sc3c(c2C#N)CCC3)no1	.	-5	.	-29	.	-3	.	12
CCCC(=O)Nc1ccc(C(=O)COC(=O)c2c(C)noc2C)cc1	-1	-8	-3	-13	-4	-5	1	10
Cc1ccc(-c2nnc3ccc(SCC(=O)NCc4ccco4)nn23)cc1	.	8	.	13	.	-4	.	-6
O=C(C[n+]1ccccc1)N/N=C/c1cc(Br)ccc1F	-12	-4	3	-15	2	4	0	4
CC1(C)C(=O)Nc2ccccc2N1C(=O)CSc1ncccn1	6	8	-6	13	0	.	3	12
C/C=C/c1ccc2c(c1)O[C@@H](CN(C)Cc1ccc(F)cc1)[C@@H](C)CN([C@@H](C)CO)S2(=O)=O	.	-28	41	10	1	1	0	10

New compounds follow.
SMILES	PAX8 inh HTS	PGC1a acetyl inh	EWS-Fli inh	LGR2 antag	S100A4 MyoIIA	PglD DTNB	ERAP1 HTS inh	FN deposition inh
O=C(O)c1cccc(Cn2c(Cl)c(/C=N/NC(=O)c3ccco3)sc2=O)c1	6	5	-9	-17	5	3	-14	3
COc1cc(/C=C2\CCc3c2nc2ccccc2c3C(=O)O)cc(OC)c1OC	-80	-1	-41	?	-17	0	1	-9
COc1ccc(C(=O)Oc2cc(/C=N/NC(N)=S)ccc2OC)cc1	6	0	.	.	.	0	.	-8
CCC(C)c1ccc(S(=O)(=O)N2CCN(C(=O)CN3C(=O)NC(C)(C4CC4)C3=O)CC2)cc1 (stereo unspecified)	21	-19	4	-4	-20	-2	-8	7
O=C(NC(=S)NCc1ccco1)c1ccc([N+](=O)[O-])cc1	-10	.	4	-8	3	.	1	-5
CC1=C(C(=O)N(C)C)CC(CC(=O)NCCN2CCOCC2)C(=O)N1Cc1ccc(F)cc1 (stereo unspecified)	-10	39	-4	7	-1	-3	-4	6
COc1ccc(NC(=O)C2(S(=O)(=O)c3ccc(C)cc3)CC2)cc1	-18	-13	-10	-5	-4	0	0	-4
CCN1C(=O)N(C(C)=O)[C@@H]2C[C@H](C(=O)N3CCCC3)[C@H](C)[C@H](c3ccccc3)C[C@@H]21	11	.	12	0	0	.	1	-14
O=[N+]([O-])c1cc(/C=N/N/C(=N/c2ccccn2)c2ccccn2)ccc1O	-84	9	-48	-46	6	.	6	.
CC(=O)Nc1ccc(Oc2nc(C(F)(F)F)nc3ccccc23)cc1	28	-4	4	-28	-2	1	0	-7
Cc1cc(NC(=O)c2cc(CC(C)C)on2)no1	-158	12	-5	-58	0	-1	-1	-4
Cc1nc(NC(=O)COC(=O)/C=C/c2ccco2)c(Cl)cc1Cl	2	.	-1	3	-16	0	-1	-6
COc1cccc(CC2(CO)CCCN(Cc3ccc(CO)o3)C2)c1 (stereo unspecified)	-15	-3	9	12	3	-3	-2	.
CCC1Sc2ccc(S(=O)(=O)CCC(=O)Nc3c(Cl)cc(OC)cc3OC)cc2NC1=O (stereo unspecified)	21	-27	10	3	1	-3	1	-33
Cc1cccc(Nc2nc3c(S(=O)(=O)c4ccccc4)nnn3c3ccccc23)c1C	8	.	11	7	-4	.	2	4
Cc1cc(C(=O)CN2CCN(CC(=O)Nc3cccc(F)c3)CC2)c(C)n1C1CC1	4	.	-3	-1	-6	3	-7	-13
Cc1cccc(OCCOC(=O)Nc2ccccc2)c1	-2	.	-7	-18	4	.	9	-1
C[C@@H]1CN([C@@H](C)CO)C(=O)Cc2cc(NS(C)(=O)=O)ccc2O[C@@H]1CN(C)Cc1ccc(Oc2ccccc2)cc1	10	-3	-5	2	9	6	-3	.
CCOC(=O)Cn1c(COc2ccccc2OC)[n+](C)c2ccccc21	-29	2	2	.	1	-4	-3	1
C[C@H](CO)N1C[C@H](C)[C@@H](CN(C)Cc2ccc(-c3ccccc3)cc2)Oc2c(NC(=O)C3CC3)cccc2C1=O	.	-33	-1	11	-10	1	3	.
COC(=O)C1C(=O)NCC1c1ccc(C)cc1 (stereo unspecified)	.	4	6	4	-1	0	2	.
CCOC(=O)C1=C(O)/C(=C/c2cc(C)n(-c3ccccc3)c2C)N=C1C	-7	.	-12	7	-15	.	7	10
O=C(c1ccc(-c2ccc([N+](=O)[O-])cc2)o1)N1CCCCCCC1	-173	-14	-86	-48	0	1	3	.
CN(C)CCNC(=O)c1sc2nc(-c3ccccc3)cc(C(F)(F)F)c2c1N	30	2	29	.	-3	-3	-5	-17
C[C@@H]1CCCCO[C@@H](CN(C)C(=O)Nc2ccccc2)[C@@H](C)CN([C@@H](C)CO)C(=O)c2cc(NC(=O)c3ccccc3)ccc2O1	-7	16	-15	18	-7	-3	2	4

Among those listed so far, these have a CF3 group.
SMILES	PAX8 inh HTS	PGC1a acetyl inh	EWS-Fli inh	LGR2 antag	S100A4 MyoIIA	PglD DTNB	ERAP1 HTS inh	FN deposition inh
CC(=O)Nc1ccc(Oc2nc(C(F)(F)F)nc3ccccc23)cc1	28	-4	4	-28	-2	1	0	-7
CN(C)CCNC(=O)c1sc2nc(-c3ccccc3)cc(C(F)(F)F)c2c1N	30	2	29	.	-3	-3	-5	-17

Next part:
SMILES	PAX8 inh HTS	PGC1a acetyl inh	EWS-Fli inh	LGR2 antag	S100A4 MyoIIA	PglD DTNB	ERAP1 HTS inh	FN deposition inh
Cn1c(=O)[nH]c(=O)c2c1nc(NC1CCCCC1)n2CCO	8	-6	-1	4	12	7	2	1
C[C@@H]1CN([C@H](C)CO)C(=O)c2cc(C#CC3CCCCC3)cnc2O[C@H]1CN(C)C	.	-17	9	-10	.	.	.	-21
Cc1nc(CCNC(=O)c2cc(COc3ccc(F)cc3Cl)on2)sc1C	4	3	-13	-3	0	-2	-2	8
COCc1[nH][nH]c(=O)c1C=Nc1ccc(Oc2ccccc2)cc1	.	12	.	.	-5	1	4	.
O=C(Nc1ccccc1F)N1CC(=O)N2[C@@H](CO)[C@@H](c3ccc(C#Cc4ccccc4)cc3)[C@@H]2C1	0	5	-13	14	6	.	1	.
COc1cccc(NC(=O)CSc2nc3ccccc3c3nc4ccccc4n23)c1	9	1	.	10	.	-5	.	-6
Cc1ccnc(SCCn2c(N3CCN(C)CC3)nc3c2c(=O)n(C)c(=O)n3C)n1	-5	-6	-1	-5	3	.	5	4
Cc1cc(C(=O)Nc2ccc(S(=O)(=O)N3CCOCC3)cc2)c(C)o1	4	-3	23	24	-4	0	-1	-3
CC(C)(C)OC(=O)Nc1ccc([C@H](NC(=O)OC(C)(C)C)C(=O)OC(C)(C)C)cc1	3	-27	-2	7	7	-2	4	-5
Nc1nc(N)n(-c2ccccc2)c(=Nc2ccccc2)n1	36	4	-11	-1	0	0	1	0
CCC(=O)N[C@H]1CC[C@H](CC(=O)NCc2cc(F)cc(F)c2)O[C@@H]1CO	-10	8	4	3	7	2	-1	-10
COC(=O)[C@H](C)NC(=O)NCc1ccc(F)cc1	.	-12	15	-3	-1	4	1	.
COc1cc(CCNC(=O)CCCn2c(=O)c3cccn3c3cccnc32)cc(OC)c1OC	-11	0	.	-9	2	-2	-3	0
CCOCCCn1c(=S)[nH]c2cc(C(=O)N3CCN(C4CCCCC4)CC3)ccc2c1=O	23	-11	2	-14	0	-3	-1	4
NC(=O)CSc1nnc(-c2cccc(S(=O)(=O)N3CCOCC3)c2)o1	-7	-13	-3	-3	-4	-1	-2	-7
CC(C)(C)[S@](=O)N1Cc2cc(C(=O)NCc3ccncc3)nc(-c3cccc(-c4ccc(C#N)cc4)c3)c2[C@@H]1CCO	-8	18	8	-5	-27	-2	0	-1
C=CCOc1cccc(C2C(C(=O)c3ccc(C)o3)=C(O)C(=O)N2c2nnc(C)s2)c1 (stereo unspecified)	-2	2	-5	-6	-12	-3	5	-4
C[C@H](CO)N1C[C@H](C)[C@@H](CN(C)C(=O)C2CCCCC2)Oc2cc(-c3ccc(F)cc3)ccc2S1(=O)=O	.	8	9	-26	-38	-4	1	2
COc1ccccc1S(=O)(=O)N[C@H]1CC[C@H](CCn2cc(C3CCCC3)nn2)O[C@@H]1CO	2	1	-9	-7	1	.	-1	-2
